KinaseGlo FLuc: blocks Kinase-Glo luciferase, a counter-screen artifact; Potency, µM (top dose mostly 38.3 µM), for the others: at the highest dose activity change, negative = inhibition, usual class: inhibitors; Kinase-Glo luciferase, ATP luminescence, 8 min; 200,000 compounds, 0.28% hits; AID 1379; Q27757; note: % is set by controls: 0 for no effect and ±100 for the full control effect; nearly all actives have a fitted effect of over 60% in size
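Recombinant Kinase-Glo luciferase, 10 uM ATP (linear range), luciferin; imidazole pH 7.2 / KCl / MgCl2 / Tween / BSA buffer; 8 min RT; luminescence.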
SMN2 splice up: SMN2 splice variant enhancement | Potency, µM (doses to about 46.1 µM), without a hit: top-dose activity change, positive = activation, usual class: activators | HEK293 SMN2-luciferase splicing reporter, luminescence, 30-36 h | AID 1458 | 210,000 compounds, 2.8% hits; note: % of control where 0% means no effect; nearly all actives have a fitted effect of over 55% in size
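qHTS luciferase splicing reporter: luminescence rises when SMN2 exon 7 is included in transfected HEK293 cells. Compound exposure lasted 30-36 h at 37C, with 4.5 mM final sodium butyrate as control, followed by a ONE-Glo read.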
* marks the source's active call; other numbers are inactive results; ? = inconclusive; nt = not tested or not shown; [ ] = another dose, or the depositor's remark. Calls come from the whole dose curve; as a rule, active = well fitted curve in the direction sought with a large enough effect; inconclusive = small, poorly fitted or top-dose-only effect, or another doubt; inactive = no such curve, though single readings can be large; an effect the other way counts as inactive or inconclusive. Potency is the fitted concentration of half-maximal effect. This is a subset. The share of hits here may be higher or lower than overall.

The opening 5 compounds (preview)
SMILES	KinaseGlo FLuc	SMN2 splice up
CN(C)CCCCNC(=O)c1ccc(-n2c(=O)c(=O)[nH]c3ccccc32)cc1	0%	nt
O=C(NCCN1CCCC1)c1ccc(Cc2nc3ccccc3[nH]2)cc1	-3%	nt
COc1ccccc1NS(=O)(=O)c1cc(C(=O)O)ccc1F	-1%	nt
O=C(O)c1ccc(F)c(S(=O)(=O)Nc2cccc(F)c2)c1	-1%	nt
O=C(Nc1ccccc1)c1ccc(Cc2nc3ccccc3[nH]2)cc1	-1%	nt

The list itself, repeating the preview:
SMILES	KinaseGlo FLuc	SMN2 splice up
CN(C)CCCCNC(=O)c1ccc(-n2c(=O)c(=O)[nH]c3ccccc32)cc1	0%	nt
O=C(NCCN1CCCC1)c1ccc(Cc2nc3ccccc3[nH]2)cc1	-3%	nt
COc1ccccc1NS(=O)(=O)c1cc(C(=O)O)ccc1F	-1%	nt
O=C(O)c1ccc(F)c(S(=O)(=O)Nc2cccc(F)c2)c1	-1%	nt
O=C(Nc1ccccc1)c1ccc(Cc2nc3ccccc3[nH]2)cc1	-1%	nt
COc1ccc(-c2cc(C(=O)N/N=C/c3ccc(O)cc3)[nH]n2)cc1	-4%	nt
CN1CCC(CNC(=O)c2ccc(Cc3nc4ccccc4[nH]3)cc2)CC1	-4%	nt
Cc1cc(C)c2nc(Nc3nc(C)cc(=O)[nH]3)nc(C)c2c1	1%	nt
O=C(O)c1cc(S(=O)(=O)Nc2cccc(Cl)c2)ccc1O	0%	nt
CN(C)CC(C)(C)CNC(=O)c1ccc(Cc2nc3ccccc3[nH]2)cc1	-7%	nt
Cc1cccc(NS(=O)(=O)c2ccc(Cl)c(C(=O)O)c2)c1	1%	nt
Cc1csc(NC(=O)c2cnc3ccccn3c2=O)n1	-3%	nt

Structural class: the compounds so far containing fluorine.
SMILES	KinaseGlo FLuc	SMN2 splice up
COc1ccccc1NS(=O)(=O)c1cc(C(=O)O)ccc1F	-1%	nt
O=C(O)c1ccc(F)c(S(=O)(=O)Nc2cccc(F)c2)c1	-1%	nt

Later entries
SMILES	KinaseGlo FLuc	SMN2 splice up
O=C(O)c1ccccc1NS(=O)(=O)c1cccc2ccccc12	-3%	nt
CCOC(=O)c1sc(N)c(C(=O)Nc2ccc(C)cc2C)c1C	-1%	nt
Cc1ccc(S(=O)(=O)N(CC(=O)O)Cc2cccc(C)c2)cc1	-1%	nt
O=P(O)(CN1CCCCC1)C1CCCCC1O (stereo unspecified)	-5%	nt
O=C(NCCN1CCOCC1)c1ccc(Cc2nc3ccccc3[nH]2)cc1	-5%	nt
COc1ccc(/C=N/NC(=O)c2cc(-c3ccc(Cl)cc3)n[nH]2)cc1OC	-5%	nt
COc1cccc(-c2cc(C(=O)N/N=C/c3ccccc3O)[nH]n2)c1	-3%	nt
O=C(O)c1ccc(Cl)c(S(=O)(=O)Nc2ccccc2Cl)c1	2%	nt
COCCNC(=O)c1ccc(-n2c(=O)c(=O)[nH]c3ccccc32)cc1	0%	nt
CC(CN(C)C)NC(=O)c1ccc(Cc2nc3ccccc3[nH]2)cc1 (stereo unspecified)	-2%	nt
CC(=O)c1cccc(NS(=O)(=O)c2cccc(C(=O)O)c2)c1	-1%	nt
O=C(O)c1cc(S(=O)(=O)Nc2ccc(O)cc2)ccc1Cl	-2%	nt
COCCNC(=O)c1ccc(Cc2nc3ccccc3[nH]2)cc1	-3%	nt
CS(=O)(=O)N(CC(=O)O)c1ccccc1	1%	nt
COc1ccc(CNC(=O)C2CCN(c3nnc(-n4cccc4CNc4ccc(C)cc4)s3)CC2)c(OC)c1	nt	-39%[inhibitor]
Cc1ccc(Cn2cc(C(=O)c3ccc(C)cc3)c(=O)c3ccc(C)nc32)cc1	nt	10%
Cc1ccc(-n2nc(C(=O)NCc3ccc(F)cc3Cl)c3c4ccccc4n(C)c3c2=O)cc1	nt	-4%
Fc1cccc(NCc2ccccc2-c2nnc(-c3ccccc3Cl)o2)c1	nt	1%
CCOc1ccc(CN2C(=O)c3ccccc3Sc3ccc(C(=O)NCc4ccco4)cc32)cc1	nt	-5%
CCN(CC)S(=O)(=O)c1ccc2c(c1)N(CC(=O)Nc1ccc(F)cc1)C(=O)CO2	nt	-5%
CCOc1ccc(C2C(C(=O)Nc3ccc(Cl)cc3)=C(C)Nc3nc(C(F)(F)F)nn32)cc1 (stereo unspecified)	nt	-5%
CCOC(=O)c1c(-c2ccccc2)oc2ccc(NS(=O)(=O)c3cc(C)c(C)cc3C)cc12	nt	-6%
Oc1ccc(NCc2ccc(OCc3ccccc3)cc2)cc1	nt	21%
Cc1ccc2nc(-c3ccc(C)c(NC(=O)CSc4ccc(Cl)cc4)c3)oc2c1	nt	?
CCOc1cc(/C=C(\C#N)C(=O)Nc2ccc(OC)cc2)ccc1OCc1cc(=O)n2nc(CC)sc2n1	nt	-3%
CCOc1ccc(/C=C/c2nc(C#N)c(N(C)C)o2)cc1	nt	?
O=C(CSc1ncc(-c2ccccc2)[nH]1)Nc1cccc(Br)c1	nt	-9%
CCOC(=O)c1c(Nc2ccc(F)cc2)nnc(-c2ccccc2)c1-c1ccccc1	nt	-27%
CCOC(=O)c1c(-c2ccccc2)oc2ccc(NS(=O)(=O)c3ccc(C)cc3C)cc12	nt	2%
CCOCc1cc(CN2CCN(c3ccccc3OC)CC2)c(O)c2ncccc12	nt	30%
Cc1cccc(-c2nc(CSCC(=O)NCCc3ccc(Cl)cc3)c(C)o2)c1	nt	-36%[inhibitor]
CCCCN(C)CCCNC(=O)Cn1ncc2c3ccccc3n(Cc3cc(C)ccc3C)c2c1=O	nt	?
CCC(=O)N1CCc2cc(S(=O)(=O)CCC(=O)Nc3ccc(OC(F)(F)F)cc3)ccc21	nt	-25%
COc1cccc(C(=O)N2CCCCC2CCN2CCCCC2)c1 (stereo unspecified)	nt	4%
CCc1ccccc1NC(=O)c1nnn(Cc2ccc(Cl)cc2)c1N	nt	-16%
Cc1cc(Br)ccc1NC(=O)CCS(=O)(=O)c1cccc2nonc12	nt	-2%
Cc1[nH]c2ccccc2c1SCCNC(=O)c1ccc(F)cc1	nt	-36%[inhibitor]
Cc1cccc(CNC(=O)c2ccc3nc(-c4ccccc4)c(-c4ccccc4)nc3c2)c1	nt	4%
COc1ccc(Cn2c(NCC(C)C)nc3c2c(=O)n(C)c(=O)n3C)cc1	nt	8%
CCOC(=O)c1[nH]c2c(c1Cc1ccccc1OC)C(=O)CC(c1ccc(OC)cc1)C2 (stereo unspecified)	nt	-9%
COc1ccc(C(=O)NCCn2cc(SCc3c(F)cccc3Cl)c3ccccc32)cc1	nt	-17%
CCOC(=O)c1[nH]c2c(c1Cc1ccccc1OC)C(=O)CC(c1ccc(OCC)cc1)C2 (stereo unspecified)	nt	-5%
COC(=O)c1ccc(Oc2nc3c(c(=O)n(C)c(=O)n3C)n2C(C)C)cc1	nt	-2%
Cc1ccc(Cl)cc1NC(=O)CSc1ccc(C(=O)O)cn1	nt	7%
COc1ccc2cc3cc(C(=O)N4CCN(c5cccc(C(F)(F)F)c5)CC4)sc3nc2c1	nt	-3%
Cc1ccc(C)c(N(C)C(=O)CCNC(=O)Cn2cnc3ccccc3c2=O)c1	nt	-18%
CCn1c(=O)c2cc(C(=O)NC3CCC(C)CC3)sc2c2ccccc21 (stereo unspecified)	nt	-3%
Cc1cc(C)c(S(=O)(=O)Nc2ccc3oc4c(c3c2)CCCC4)cc1C	nt	-20%

Complete entries, quoted from the list. Order of values: KinaseGlo FLuc	SMN2 splice up
COc1ccc(Cn2c(NCC(C)C)nc3c2c(=O)n(C)c(=O)n3C)cc1 across the screens: nt	8%
CCn1c(=O)c2cc(C(=O)NC3CCC(C)CC3)sc2c2ccccc21 (stereo unspecified) across the screens: nt	-3%
Cc1ccc(Cl)cc1NC(=O)CSc1ccc(C(=O)O)cn1 across the screens: nt	7%

Other entries:
SMILES	KinaseGlo FLuc	SMN2 splice up
COc1cc(Nc2nn(-c3ccc(OC(F)(F)F)cc3)nc2C(C)=O)cc(OC)c1	nt	6%
CC(=O)c1cccc(NC(=O)[C@H](Cc2ccccc2)N2Cc3ccccc3C2=O)c1	nt	4%
Cc1csc2nc(COc3ccc(NC(=O)COc4ccc(F)cc4)cc3)cc(=O)n12	nt	-12%
CCOc1ccc(-n2nc3ccc(NC(=O)COc4ccccc4C)cc3n2)cc1	nt	5%
Cc1c(NC(=O)c2ccc(OC(C)C)cc2)cccc1-c1nc2ncccc2o1	nt	-12%
CCCc1cc(=O)[nH]c(Nc2ccc(OCC)cc2)n1	nt	-7%
Cc1ccccc1-c1nnc(CN2CCN(c3cccc(C)c3C)CC2)o1	nt	9%
CCCCCCn1c(/C=C/c2ccccc2)nc2ccccc21	nt	-82%[inhibitor]
COc1cc(C2Nc3ccccc3-c3cc(C)nn32)ccc1O (stereo unspecified)	nt	20%
CCc1ccc2occ(CC(=O)Nc3nnc(SC)s3)c2c1	nt	5%
CC1CCCN(C(=O)CSc2c3c(nc4cc(Cl)ccc24)CCCC3)C1 (stereo unspecified)	nt	-18%
Cn1c(=O)c2c(-c3ccc(Br)cc3)n(Cc3ccc(F)cc3)cc2n(C)c1=O	nt	3%
CCOc1ccc(C2c3c(oc4ccccc4c3=O)C(=O)N2c2nnc(C)s2)cc1OC (stereo unspecified)	nt	-9%
Cc1ccc(NC(=O)CN2C(=O)C(c3ccc(F)cc3)=NC23CCCCC3)c(C)c1	nt	-7%
Nc1c(C(=O)Nc2ccc(Cl)cc2F)sc2nc(-c3cccs3)ccc12	nt	-7%
O=C1c2[nH]nc(-c3ccccc3O)c2C(c2cccc(OCc3ccccc3)c2)N1CCO (stereo unspecified)	nt	8%
O=C(Cc1ccc(Cl)cc1)Nc1ccc2nn(-c3ccc(Cl)cc3)nc2c1	nt	20%
COc1ccc2c(C)c(CCC(=O)NCCc3ccc(Cl)cc3)c(=O)oc2c1	nt	-14%
Cc1nn(-c2ccccc2)c2sc(C(=O)Nc3ccc(Br)cc3)cc12	nt	-1%
COc1ccc(-n2nnnc2C2CCN(S(=O)(=O)c3cccc(Cl)c3C)CC2)cc1	nt	-8%
COc1ccccc1C(=O)Nc1ccccc1OCc1cc(=O)n2cc(C)sc2n1	nt	4%
CCOc1cc(C(=O)Nc2ccc3c(c2)n(C)c(=O)c(=O)n3C)cc(OCC)c1OCC	nt	4%
CCn1cc(C(=O)NCCc2ccc(OC)c(OC)c2)c(=O)c2cc(S(=O)(=O)N3CCC(C)CC3)ccc21	nt	4%
O=C(CN1C(=O)COc2ccc(S(=O)(=O)N3CCCC3)cc21)N1CCN(c2ccc(F)cc2)CC1	nt	-15%

Single entries from above.
SMN2 splice up result of `Cc1ccc(NC(=O)CN2C(=O)C(c3ccc(F)cc3)=NC23CCCCC3)c(C)c1` reads -7%
SMN2 splice up result of `O=C(CN1C(=O)COc2ccc(S(=O)(=O)N3CCCC3)cc21)N1CCN(c2ccc(F)cc2)CC1` reads -15%

Next part
SMILES	KinaseGlo FLuc	SMN2 splice up
Oc1ccccc1-c1nc(/C=C/c2ccc(F)cc2)nn1-c1ccccc1	nt	-5%
CCCCCC(=O)N(c1ccc(OCC)cc1)S(=O)(=O)c1ccc2c(c1)n(C)c(=O)n2C	nt	-24%
Cc1ccc(C)c(Cn2nc(C)n3c(cc4cc(C)ccc43)c2=O)c1	nt	0%
CCSc1ncc(Cl)c(C(=O)Nc2ccc(S(=O)(=O)Nc3ncccn3)cc2)n1	nt	3%
O=C(NCCc1ccccc1)c1cc(-c2ccc(Br)cc2)on1	nt	-7%
COc1cc(NC(=O)CN(c2cc(C)cc(C)c2)S(=O)(=O)c2c(C)[nH]c(=O)[nH]c2=O)cc(OC)c1	nt	4%
Cc1ccc2c(CC(=O)Nc3ccc(S(=O)(=O)N4CCCCC4)cc3)coc2c1C	nt	6%
COc1ccc(C)cc1NC(=O)COc1cc(=O)n(C)c2ccccc12	nt	-10%
Cc1ccc(N2CCN(S(=O)(=O)c3cc(Br)cc4c3N(C(=O)C3CC3)CC4)CC2C)cc1 (stereo unspecified)	nt	1%
Cc1ccc(C(=O)N(Cc2ccc(N(C)C)cc2)CC2CCCO2)cc1 (stereo unspecified)	nt	-1%
CCOC(=O)c1nnn(CC(=O)NC(=O)Nc2ccccc2F)c1C(=O)OCC	nt	-5%
Cc1ccc(C)c(Cn2c(=O)n(-c3ccccc3)c(=O)c3c4c(sc32)CCCC4)c1	nt	0%
CCOC(=O)Cn1c(=O)oc2cc(S(=O)(=O)N3CCN(c4ccc(F)cc4)CC3)ccc21	nt	28%

Source: PubChem BioAssay (National Center for Advancing Translational Sciences (NCATS))
